KB-V1 MDR tox: KB-V1 MDR subline cytotoxicity; Potency, µM (highest dose often 46.1 µM), for the others: at the highest dose activity change, negative = cytotoxicity, actives largely listed as cytotoxic; hit rate 3.4% among 400,000; KB-V1 MDR cells viability, CellTiter-Glo, 72 h; also: potency is read from the fitted curve at half-maximal effect; % is scaled to controls: 0 for no effect and ±100 for the full control effect; nearly all actives have a fitted effect of over 60% in size
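Cytotoxicity toward P-gp-expressing KB-V1 cells was determined as loss of CellTiter-Glo luminescence after 72 h at 37 degrees C. Compounds were tested in quantitative HTS format across a concentration range, with curves fitted to normalized data.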
KB-3-1 cytotox: KB-3-1 parental cell cytotoxicity. KB-3-1 viability, CellTiter-Glo ATP luminescence, 72 h. Potency, µM (titrated, usually from 46.1 µM), for the others: at the top dose activity change, negative = cytotoxic, actives largely listed as cytotoxic. hit rate 1.4% among 400,000. AID 1347075; also: potency is read from the fitted curve at half-maximal effect; % is scaled to controls: 0 for no effect and ±100 for the full control effect; nearly all actives have a fitted effect of over 60% in size
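72 h, 37 °C compound treatment of KB-3-1 parental cells; CellTiter-Glo added, 10 min, luminescence read. Data corrected against DMSO-only plates and normalized before curve fitting.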
MCF10A rerep: induces DNA re-replication in MCF 10a normal breast cells | MCF 10A DNA re-replication, Hoechst nuclear intensity, 48 h | Potency, µM (top dose mostly 46.1 µM), without a hit: top-dose activity, positive = re-replication, hits mostly activators | hit rate 2.9% among 350,000 | AID 624296; also: potency is read from the fitted curve at half-maximal effect; % of control where 0% means no effect; nearly all actives have a fitted effect of over 50% in size
ATXN2 expr inh: ATXN2 expression inhibition. HEK-293 ATXN2-luciferase reporter, luminescence, 24 h. Potency, µM (doses to about 57 µM), inactives show top-dose activity change, negative = inhibition, actives largely listed as inhibitors. hit rate 0.72% among 360,000. AID 1745845; also: potency is read from the fitted curve at half-maximal effect; % is scaled to controls: 0 for no effect and ±100 for the full control effect; nearly all actives have a fitted effect of over 55% in size
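qHTS (up to 57 uM final) was run with 24 h compound exposure of reporter cells at 37 °C. Each well was multiplexed: SteadyGlo luminescence measured ATXN2-luciferase expression after a fluorogenic Gly-Phe-AFC viability readout (25 uM final).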
IL1B secr inh: inflammasome signaling inhibition, IL-1 beta readout | hit rate 4.7% among 360,000 | THP-1 LPS/ATP IL-1B secretion, AlphaLISA, 16 h; stronger effect = lower value | activity change, % at 57.5 µM; in the data active = activity change below about -50%; inconclusive = mostly about -30% to -49%; also: % is scaled to controls: 0 for no effect and ±100 for the full control effect
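Secreted IL-1B measured by AlphaLISA bead assay after 16 h compound exposure of THP-1 cells; compounds (final up to 57.5 uM) added 1 h before LPS (250 ng/mL) and ATP (1.25 mM) stimulation; lower signal means less secretion.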
SW480 rerep: inducers of DNA re-replication in SW480 colon cancer cells. SW480 DNA re-replication, Hoechst DNA content imaging, 48 h. Potency, µM (highest dose often 46.1 µM), for inactives: at the highest dose re-replication activation, hits mostly activators. hit rate 1.8% among 340,000; also: potency is read from the fitted curve at half-maximal effect; % of control where 0% means no effect; nearly all actives have a fitted effect of over 55% in size
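250 cells/well; 23 nL cpd via pin tool; 48 hr, 37 C, 5% CO2; Hoechst 40 min; imager read of total nuclear intensity, ex 405/em 500-530 nm.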
HT1080 IDH1KD tx: HT-1080 IDH1 knockdown cell toxicity (counter line); hit rate 2% among 360,000; HT-1080 IDH1 knockdown viability, ATP luminescence, 48 h; Potency, µM (doses to about 46.1 µM), for inactives: at the highest dose activity, negative = toxicity, most hits filed as cytotoxic; AID 686971;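 also: potency is read from the fitted curve at half-maximal effect; 0% = DMSO wells and -100% = cell-free medium wells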
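Luminescent ATP read-out (CellTiter-Glo, 10 min at room temperature) after 48 h compound exposure at 37 °C gave viability of IDH1-knockdown HT-1080 cells. Activity was normalised to DMSO and cell-free wells, then fitted as concentration-response curves.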
HT1080NT lethal: kills 2HG-producing HT-1080-NT fibrosarcoma cells; Potency, µM (titrated, usually from 46.1 µM), for inactives: at the highest dose activity, negative = less viability, hits mostly cytotoxic; HT-1080-NT fibrosarcoma viability, CellTiter-Glo ATP luminescence, 48 h; hit rate 1.6% among 360,000;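 also: NT is the 2HG producing partner of a matched IDH1 knockdown line; potency is read from the fitted curve at half-maximal effect; 0% = DMSO-treated cells and -100% = media-only wells without cells; nearly all actives have a fitted effect of over 55% in size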
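Luminescent CellTiter-Glo readout after 48 hours of compound exposure at 37 degrees C defined viability of HT-1080-NT cells. Activity was normalized to DMSO wells and cell-free media wells; concentration-response curves were fitted and assigned curve classes.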
S2 tox: reduces viability in counter-screen for ATXN expression inhibitors; S2 cells (HEK-293 line with an ATXN2-luciferase reporter) viability, CellTiter-Fluor protease fluorescence, 24 h; Potency, µM (titrated, usually from 56.7 µM), usual class: cytotoxic; hit rate 0.49% among 400,000; AID 651635; also: potency is read from the fitted curve at half-maximal effect; nearly all actives have a fitted effect of over 40% in size
* = called active by the depositor; [ ] = dose if it differs, or a comment. Unless noted, calls follow the shape of the dose curve; as a rule, active = well fitted curve in the direction sought with a large enough effect; inconclusive = small, poorly fitted or top-dose-only effect, or another doubt; inactive = no such curve, though single readings can be large; an effect the other way counts as inactive or inconclusive.

Results for CCOc1ccc(NC(=O)Cc2cccc3ccccc23)c([N+](=O)[O-])c1 ?
KB-V1 MDR tox: inconclusive; KB-3-1 cytotox: inconclusive; MCF10A rerep: 1%; ATXN2 expr inh: 4%; IL1B secr inh: -12; SW480 rerep: -6%; HT1080 IDH1KD tx: -1%; HT1080NT lethal: inconclusive

What do the screens show for `O=C(Nc1cc(C(F)(F)F)ccc1N1CCOCC1)c1ccc2ccccc2n1`?
KB-V1 MDR tox: -8%; KB-3-1 cytotox: inconclusive; MCF10A rerep: inconclusive; ATXN2 expr inh: 10%; IL1B secr inh: 22; SW480 rerep: -2%; HT1080 IDH1KD tx: -19%; HT1080NT lethal: -12%; S2 tox: inactive

How did COc1ccc(OC)c(C2C(C#N)=C(N)Oc3cc(C)n(Cc4ccccn4)c(=O)c32)c1 (stereo not drawn) do in these assays?
KB-V1 MDR tox: 26%; KB-3-1 cytotox: 7%; MCF10A rerep: -177%[0.0737 µM]; ATXN2 expr inh: -7%; IL1B secr inh: -23; SW480 rerep: 3%; HT1080 IDH1KD tx: 15%; HT1080NT lethal: 1%; S2 tox: inactive

What do the screens show for `CCC(C)(C)C1CCC2(CC1)NC(=O)N(CC(=O)N1CCN(S(=O)(=O)c3cc(C)ccc3C)CC1)C2=O` (stereo not drawn)?
KB-V1 MDR tox: -1%; KB-3-1 cytotox: inconclusive; MCF10A rerep: -1%; ATXN2 expr inh: -25%; IL1B secr inh: 14; SW480 rerep: inconclusive; HT1080 IDH1KD tx: 0%; HT1080NT lethal: 3%; S2 tox: inconclusive

How did Cc1ccc(-c2nnc(Nc3ccc(Br)cc3)c3ccccc23)cc1S(=O)(=O)N1CCCCC1 do in these assays?
KB-V1 MDR tox: 18%; KB-3-1 cytotox: 22%; ATXN2 expr inh: 8%; S2 tox: inactive

How did CS(=O)(=O)c1[nH]nc(-c2ccccc2Cl)c1C#N do in these assays?
KB-V1 MDR tox: -10%; KB-3-1 cytotox: 15%; MCF10A rerep: 5%; ATXN2 expr inh: -16%; IL1B secr inh: 11; SW480 rerep: -2%; HT1080 IDH1KD tx: 5%; HT1080NT lethal: 1%; S2 tox: inactive

How did CCC(NC(=O)c1cc(COc2cncc(Cl)c2)on1)c1ccncc1 (stereo not drawn) do in these assays?
KB-V1 MDR tox: 9%; KB-3-1 cytotox: -42%; MCF10A rerep: -4%; IL1B secr inh: -24; SW480 rerep: -5%; HT1080 IDH1KD tx: -1%; HT1080NT lethal: -3%; S2 tox: inactive

What do the screens show for `CCOC(=O)N1CCN(Cc2c(F)cccc2Cl)CC1`?
KB-V1 MDR tox: 4%; KB-3-1 cytotox: -4%; MCF10A rerep: -21%; ATXN2 expr inh: 5%; IL1B secr inh: 15; SW480 rerep: -1%; HT1080 IDH1KD tx: 4%; HT1080NT lethal: inconclusive; S2 tox: inactive

Results for COc1cc(C(=O)O/N=C(\N)c2ccc([N+](=O)[O-])cc2)cc(OC)c1OC ?
KB-V1 MDR tox: -5%; KB-3-1 cytotox: 14%; MCF10A rerep: 1%; ATXN2 expr inh: -29%; IL1B secr inh: -16; SW480 rerep: -4%; HT1080 IDH1KD tx: -2%; HT1080NT lethal: 1%; S2 tox: inactive

What do the screens show for `FC(F)(F)c1cc(Cl)c2nnc(-c3cccnc3)n2c1`?
KB-V1 MDR tox: inconclusive; KB-3-1 cytotox: -25%; MCF10A rerep: 1%; ATXN2 expr inh: 13%; IL1B secr inh: 7; SW480 rerep: -17%; HT1080 IDH1KD tx: 5%; HT1080NT lethal: 4%; S2 tox: inactive

What do the screens show for `C=CCOc1ccc(/C=C/C(=O)OCC(=O)NCCC2=CCCCC2)cc1`?
MCF10A rerep: inconclusive; ATXN2 expr inh: -21%; IL1B secr inh: 2; SW480 rerep: 2%; HT1080 IDH1KD tx: -2%; HT1080NT lethal: 2%; S2 tox: inconclusive

Results for O=c1nc2ccc(Cl)cn2c2ccc(S(=O)(=O)N3CCCCC3)cc12 ?
KB-V1 MDR tox: -13%; KB-3-1 cytotox: 11%; MCF10A rerep: -21%; ATXN2 expr inh: 2%; IL1B secr inh: 6; SW480 rerep: inconclusive; HT1080 IDH1KD tx: -8%; HT1080NT lethal: -5%; S2 tox: inactive

How did COc1ccc2c(c1)c(=O)c(S(=O)(=O)c1ccc(F)cc1)cn2Cc1ccccc1Cl do in these assays?
KB-V1 MDR tox: -13%; KB-3-1 cytotox: 1%; ATXN2 expr inh: -10%; S2 tox: inactive

Results for CCCc1cc(=O)oc2cc(OCC(=O)N3CCC(C(N)=O)CC3)ccc12 ?
KB-V1 MDR tox: 2%; KB-3-1 cytotox: 0%; MCF10A rerep: -24%; ATXN2 expr inh: -10%; IL1B secr inh: 4; SW480 rerep: 3%; HT1080 IDH1KD tx: 0%; HT1080NT lethal: -4%; S2 tox: inactive

What do the screens show for `COC(=O)c1ccc(NC(=O)C2CCCN(S(=O)(=O)c3cnc[nH]3)C2)cc1` (stereo not drawn)?
KB-V1 MDR tox: 0%; KB-3-1 cytotox: 24%; MCF10A rerep: -1%; ATXN2 expr inh: -7%; IL1B secr inh: 0; SW480 rerep: -1%; HT1080 IDH1KD tx: 13%; HT1080NT lethal: -1%; S2 tox: inactive

Results for CC(C)(C)S(=O)N1Cc2cc(C(=O)NCC(F)(F)F)nc(-c3cccc(-c4cccc(F)c4)c3)c2[C@H]1CCO (stereo partly drawn) ?
KB-V1 MDR tox: -8%; KB-3-1 cytotox: 0%; ATXN2 expr inh: 0%; IL1B secr inh: inconclusive; HT1080 IDH1KD tx: -28%; HT1080NT lethal: -19%; S2 tox: inconclusive

What do the screens show for `O=C(Nc1ccc([N+](=O)[O-])cc1)c1ccccc1F`?
KB-V1 MDR tox: -4%; KB-3-1 cytotox: -4%; MCF10A rerep: -2%; ATXN2 expr inh: 45%[activator]; IL1B secr inh: -17; SW480 rerep: inconclusive; HT1080 IDH1KD tx: 9%; HT1080NT lethal: 14%; S2 tox: inactive

What do the screens show for `COc1ccc(CCNC(=O)c2ccc(Cl)c(S(=O)(=O)N3CCCC3)c2)cc1`?
KB-V1 MDR tox: -6%; KB-3-1 cytotox: -20%; MCF10A rerep: 5%; IL1B secr inh: -1; SW480 rerep: -7%; HT1080 IDH1KD tx: -27%; HT1080NT lethal: 0%; S2 tox: inconclusive

How did CC1CCC(NC(=O)c2ccc(CSc3nc4ccncc4n3Cc3ccc(F)cc3)cc2)CC1 (stereo not drawn) do in these assays?
KB-V1 MDR tox: inconclusive; KB-3-1 cytotox: -3%; ATXN2 expr inh: inconclusive; S2 tox: inconclusive

Results for O=C(Cc1ccccc1[N+](=O)[O-])N1CCN(c2ccc(F)cc2)CC1 ?
KB-V1 MDR tox: inconclusive; KB-3-1 cytotox: -9%; MCF10A rerep: 9%; ATXN2 expr inh: -12%; IL1B secr inh: 12; SW480 rerep: 12µM*; HT1080 IDH1KD tx: -1%; HT1080NT lethal: 6%; S2 tox: inactive

What do the screens show for `C/C(=N\OC(=O)Nc1ccc(Cl)cc1)c1ncc(C(F)(F)F)cc1N1CCOCC1`?
KB-V1 MDR tox: -23%; KB-3-1 cytotox: -5%; MCF10A rerep: -6%; ATXN2 expr inh: 27%; IL1B secr inh: inconclusive; SW480 rerep: 1%; HT1080 IDH1KD tx: -1%; HT1080NT lethal: 9%; S2 tox: inactive

Results for COc1cc(OC)c2c(-c3ccccc3)cc(=O)oc2c1C(CCN1CCCCC1)c1ccc2c(c1)OCO2 (stereo not drawn) ?
KB-V1 MDR tox: 2%; KB-3-1 cytotox: -15%; MCF10A rerep: 1%; ATXN2 expr inh: -17%; IL1B secr inh: -4; SW480 rerep: -2%; HT1080 IDH1KD tx: -14%; HT1080NT lethal: 1%; S2 tox: inconclusive

How did O=C(NC1CCCCCC1)c1cc(S(=O)(=O)N2CCCCC2)ccc1N1CCOCC1 do in these assays?
KB-V1 MDR tox: -29%; KB-3-1 cytotox: -7%; MCF10A rerep: 0%; ATXN2 expr inh: -9%[11.3 µM]; IL1B secr inh: -8; SW480 rerep: -15%; HT1080 IDH1KD tx: -4%; HT1080NT lethal: -14%; S2 tox: inactive

What do the screens show for `O=C(NCc1ccc2c(c1)OCO2)Nc1ccc2nsnc2c1`?
KB-V1 MDR tox: -1%; KB-3-1 cytotox: 5%; MCF10A rerep: 10%; ATXN2 expr inh: -8%; IL1B secr inh: 0; SW480 rerep: -5%; HT1080 IDH1KD tx: -11%; HT1080NT lethal: -3%; S2 tox: inactive

What do the screens show for `Nc1nnc(CCS(=O)(=O)c2ccc(Br)cc2)s1`?
KB-V1 MDR tox: 14%; KB-3-1 cytotox: 1%; MCF10A rerep: -1%; IL1B secr inh: 30; SW480 rerep: -10%; HT1080 IDH1KD tx: -4%; HT1080NT lethal: -2%; S2 tox: inactive

What do the screens show for `Oc1c(C(c2ccccc2F)N2CCCC2)sc2nc(-c3ccco3)nn12` (stereo not drawn)?
KB-V1 MDR tox: 8%; KB-3-1 cytotox: 3%; ATXN2 expr inh: 5%; S2 tox: inactive

Results for NS(=O)(=O)c1ccc(CCNC(=O)CSc2nc3ccsc3c(=O)n2Cc2ccccn2)cc1 ?
KB-V1 MDR tox: -12%; KB-3-1 cytotox: 6%; IL1B secr inh: -5; HT1080 IDH1KD tx: 16%; HT1080NT lethal: 17%; S2 tox: inactive

2 records drawn at random from the list so far, as already listed:
What do the screens show for `O=C(NCc1ccc2c(c1)OCO2)Nc1ccc2nsnc2c1`?
KB-V1 MDR tox: -1%; KB-3-1 cytotox: 5%; MCF10A rerep: 10%; ATXN2 expr inh: -8%; IL1B secr inh: 0; SW480 rerep: -5%; HT1080 IDH1KD tx: -11%; HT1080NT lethal: -3%; S2 tox: inactive

What do the screens show for `COc1ccc(CCNC(=O)c2ccc(Cl)c(S(=O)(=O)N3CCCC3)c2)cc1`?
KB-V1 MDR tox: -6%; KB-3-1 cytotox: -20%; MCF10A rerep: 5%; IL1B secr inh: -1; SW480 rerep: -7%; HT1080 IDH1KD tx: -27%; HT1080NT lethal: 0%; S2 tox: inconclusive

This is a random part of the collection. About 11% of those tested had a hit in this group.
